# DENV2 CPE rescue = DENV2-induced cell death inhibition | 350,000 compounds, 1.7% hits | CPE inhibition, % at 9.99 µM | DENV2-infected cells, cytopathic effect rescue, plate reader; in the data active = CPE inhibition above about 20%, passing the limit was not always enough; inconclusive = no clear call, values can overlap the other calls; tested in BHK-21 cells;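 also: 0% = median of neutral control wells and 100% = median of positive control wells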
# ARNT TACC3 PPI = ARNT/TACC3 interaction disruption. 390,000 compounds, 0.66% hits. Q9Y6A5. AID 623870. inhibition, % at 9.99 µM. AlphaScreen His-ARNT PAS-B/GST-TACC3 binding, luminescence; TACC3 fragment carries E629A point mutation;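 active = mean inhibition of replicates at least 50% and at least half of replicates each reaching 50%; inconclusive = half or more replicates reach 50% but mean below 50%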;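 also: 0% = complete ARNT plus TACC3 wells and 100% = ARNT alone without TACC3; many hits fall short of the cut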
# GSIS activator = GLuc luminescence reporter in INS-1E cells, primary screen for activators of glucose-dependent secretion of insulin | INS-1E GLuc reporter insulin secretion, 2-3 h | activation, % at 16.6 µM | 370,000 compounds, 0.61% hits | AID 743287;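 active = lowest replicate activation of at least 40%, so every replicate reaches that level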;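 also: 0% = median of neutral control wells and 100% = median of IBMX positive control wells; some compounds called inactive have numbers as strong as hits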
# EWS-Fli block = blocks EWS/Fli oncoprotein-driven transcription. AID 651661. A673 NR0B1-luciferase reporter, viability-normalised. inhibition, % at 12.6 µM. 350,000 compounds, 0.67% hits;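 active = mean inhibition of at least 50% after viability correction, with every replicate also passing that limit; inconclusive = mean reaches 50% but only one of two replicates passes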;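 also: firefly luciferase signal divided by Alamar Blue viability fluorescence both relative to DMSO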
# F508del corr = CFTR F508del correction in bronchial cells; CFBE cells, YFP halide quenching; stimulated with forskolin plus potentiator P3; % fluorescence drop versus neutral controls; activity (quench increase), % at 7.58 µM; 350,000 compounds, 0.36% hits; AID 720511;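 active = mean added fluorescence quench of at least 8% versus neutral control, with both replicates also reaching 8%; inconclusive = only one of the mean or replicate conditions met; inactive = mean below 8% and not both replicates reaching 8%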;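 also: cells transiently co-express mutant CFTR-F508del with the halide-sensitive YFP; corrector assay measuring rescue of mutant channel to the surface after 24 h compound exposure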
# PAX8 inh HTS = lowers PAX8-driven luciferase in RMG-I cells. RMG-I TPO-luciferase reporter, SteadyGlo, 24 h. inhibition, % at 12.6 µM. 360,000 compounds, 1.2% hits. AID 652154;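 active = mean replicate inhibition at least 60% with every replicate also reaching 60%; inconclusive = only one of the two criteria is met; inactive = mean below 60% and not all replicates reaching 60%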;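 also: luciferase light reporting Pax8 driven TPO promoter activity; plate controls were median of neutral control wells for no effect and mitoxantrone controls for full effect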
# Xi reactivation = reactivates the inactive X chromosome in mouse fibroblasts; XiGFP mouse fibroblasts, % GFP-positive cells imaging, 3 d; cells co-treated with 5-aza-dC sensitizer; scaled so ellipticine positive control = 100%; activation, % at 7.58 µM; 360,000 compounds, 0.055% hits; AID 743238;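 active = mean normalized replicate activation at least 10% and every replicate at or above 10%; inconclusive = only one of the two criteria met; inactive = mean below 10% and not all replicates reach 10%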;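 also: 0% = median of on-plate neutral control wells and 100% = ellipticine 6 µM median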
#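 material = 68-5-11 XiGFP fibroblast line | medium = DMEM plus 5-aza-dC sensitizer | schedule = 3 days compound exposure | benchmarks = positive control ellipticine, 6 µM final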
# ERp5 block = inhibitors of human ERp5; ERp5 insulin aggregation, absorbance 650 nm, 90 min; inhibition, % at 9.99 µM; 350,000 compounds, 0.05% hits; AID 651711;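 active = mean replicate inhibition above about 25%, with every replicate also reaching it, limit read from the data, passing the limit was not always enough; inconclusive = only one of those two criteria met; inactive = neither criterion met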
# Target sequence (Q15084 whole entry, looked up): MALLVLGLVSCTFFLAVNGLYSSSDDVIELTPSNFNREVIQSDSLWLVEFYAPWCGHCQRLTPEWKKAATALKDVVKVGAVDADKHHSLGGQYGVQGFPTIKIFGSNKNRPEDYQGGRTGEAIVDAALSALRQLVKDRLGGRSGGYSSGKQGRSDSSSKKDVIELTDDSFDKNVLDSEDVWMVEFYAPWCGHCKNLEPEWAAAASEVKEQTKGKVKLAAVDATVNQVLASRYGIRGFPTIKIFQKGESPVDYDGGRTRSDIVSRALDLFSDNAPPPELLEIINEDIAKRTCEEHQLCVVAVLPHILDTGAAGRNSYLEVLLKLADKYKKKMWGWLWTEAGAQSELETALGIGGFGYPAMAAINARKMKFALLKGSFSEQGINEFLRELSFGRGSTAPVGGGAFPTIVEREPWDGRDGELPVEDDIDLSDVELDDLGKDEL
# Starred values were filed as active, the others as inactive; ? = inconclusive; nt = no result given. An unsorted share of the library (roughly 4.2% active in at least one column).
SMILES,DENV2 CPE rescue,ARNT TACC3 PPI,GSIS activator,EWS-Fli block,F508del corr,PAX8 inh HTS,Xi reactivation,ERp5 block
CCc1ccc([C@H]2C[C@H]3[C@H]4C(=O)N(c5ccccc5)C(=O)[C@H]4CC(=O)[C@@H]3CN2S(=O)(=O)c2ccc(C)cc2)cc1,0,nt,-8,-8,4.3,4,0.0,-2
Cc1cccc(C)c1-n1nnnc1C(c1ccnc2ccccc12)N1CCN(CC(=O)NC(C)C)CC1 (stereo not drawn),-6,nt,-19,11,-0.1,12,0.4,-5
CCCCCCCCNS(=O)(=O)CCNC1CCCCC1,-4,-5,-1,15,-2.2,-1,0.1,2
COc1cccc(S(=O)(=O)Nc2ccc3c(c2)C(=O)N(C)[C@H]2CC[C@H](CC(=O)NCC4CCCCC4)O[C@H]2CO3)c1,nt,nt,-14,-8,-0.1,-12,0.0,nt
CC(=O)c1cccc(NC(=O)c2ccc(OC3CSC3)cc2)c1,-9,-2,0,-1,-0.2,-35,0.3,1
CO[C@H]1CN(C)C(=O)c2ccc(NS(=O)(=O)c3cccc(C)c3)cc2OC[C@H](C)NC[C@H]1C,nt,nt,0,5,1.7,nt,0.5,nt
CCOc1ccc(N2C(=O)C(CC(=O)Nc3ccccc3)N(Cc3ccccn3)C2=S)cc1 (stereo not drawn),-1,-5,-34,2,-2.9,22,0.0,0
C[C@H](CO)N1C[C@H](C)[C@H](CN(C)C(=O)NC2CCCCC2)Oc2ncc(-c3cccc(F)c3)cc2C1=O,11,-7,-16,-4,-3.0,6,0.2,4
CCOC1=NC(=C(c2ccccc2)c2ccccc2)OC1=O,14,-1,-7,-2,4.7,14,0.0,3
C[C@H](N)C(=O)NC[C@H]1O[C@@H](n2cnc3c(N)ncnc32)[C@H](O)[C@@H]1O,4,-3,1,6,-1.4,2,0.4,-5
Cc1ccc(SCC(=O)OC(C)C(=O)N2CCc3ccccc32)cc1 (stereo not drawn),2,-1,-7,8,1.5,11,0.4,0
Cc1noc(C)c1NC(=O)N(C)C[C@H]1OCCCC[C@H](C)Oc2ccc(NC(=O)Nc3ccc4c(c3)OCO4)cc2C(=O)N([C@H](C)CO)C[C@@H]1C,-7,-4,7,-4,1.5,3,-0.8,-2
OCCN1CCN(c2cc(-c3ccc4ccccc4c3)nc3ccnn23)CC1,-12,nt,nt,-17,-1.0,-18,0.0,-2
CC(C)(C)c1ccc(C(=O)N2CCN(c3nc4ccccc4o3)CC2)cc1,-4,-6,nt,14,-2.1,-13,0.3,1
Cc1cc2cc(CNC(=O)c3cccs3)ccc2[nH]1,1,6,nt,-3,3.7,13,0.0,-14
CC(=O)c1ccc(OCC(=O)Nc2c(C)nn(-c3ccccc3)c2C)cc1,1,-2,-7,-10,3.4,-7,0.0,-7
CC(C)NC(=O)N(C)C[C@H]1OCCCC[C@@H](C)Oc2ccc(NC(=O)C3CCCCC3)cc2C(=O)N([C@H](C)CO)C[C@H]1C,1,-3,-8,nt,1.8,10,-0.1,-3
CN1C[C@H](O)COC[C@H]2O[C@H](CC(=O)NC3CCCC3)CC[C@@H]21,-14,-5,5,0,-0.7,14,0.0,-1
Cc1ccc(-n2c(SCC(=O)O)nc3sc4c(c3c2=O)CC(C)(C)SC4)cc1,-2,-3,21,7,-3.2,-5,0.0,-3
CC(=O)Nc1cccc(C(=O)OCc2ccc([N+](=O)[O-])cc2)c1,-8,-2,-6,11,-3.0,0,0.0,-4
O=C(CCCOc1ccccc1)NNC(=O)c1ccc(Cl)cc1,-2,-17,nt,2,-0.4,-5,-0.1,5
C[C@@H]1CN([C@@H](C)CO)C(=O)c2cccc(NC(=O)c3cnccn3)c2O[C@@H]1CN(C)Cc1ccc(-c2ccccc2)cc1,-5,20,-16,7,0.5,36,-1.0,0
Cc1cc(C)n2nc(SC(C)C(=O)N3CCOCC3)nc2n1 (stereo not drawn),-5,6,-6,1,-5.9,-5,0.0,4
COc1ccc(CN(C)C[C@H]2Oc3c(NS(=O)(=O)c4ccc(OC)cc4)cccc3C(=O)N([C@@H](C)CO)C[C@@H]2C)cc1,1,-1,12,0,-2.2,nt,0.0,3
CC(C)(C)c1cc(C(=O)NCCCn2ccnc2)cc(C(C)(C)C)c1,?,61*,-22,4,-6.4,-19,0.1,2
COc1cccc(C(=O)OCC(=O)NC(C)CCc2ccccc2)c1O (stereo not drawn),-5,-11,-4,0,-2.0,-21,0.0,-1
COc1ccccc1-c1c(C(F)(F)F)oc2c(CN(C)C)c(O)ccc2c1=O,-5,11,4,6,-10,20,0.0,-1
COc1ccccc1-c1ccc2c(c1)O[C@H](CN(C)C(=O)c1ccncc1)[C@@H](C)CN([C@@H](C)CO)S2(=O)=O,12,-1,-9,-3,0.6,-30,-0.7,-7
CCCN(C(=O)c1cccc(-n2cccc2)c1)c1c(N)n(Cc2ccccc2)c(=O)[nH]c1=O,5,-1,20,10,2.1,18,0.0,-3
CN(C)CC#Cc1ccc([C@H]2[C@@H](CO)N3CCCCN(C(=O)C4CC4)C[C@@H]23)cc1,-4,1,nt,7,-2.6,-15,nt,-1
COC(=O)c1ccsc1NS(=O)(=O)c1ccccc1,10,-2,11,nt,2.2,7,0.4,2
CN(C)S(=O)(=O)c1ccc(C(=O)Nc2nnc(SCC(=O)NCC3CCCO3)s2)cc1 (stereo not drawn),1,-1,33,nt,2.6,-46,0.1,-4
CC[C@@]1(O)C(=O)OCc2c1cc1n(c2=O)Cc2cc3c(CN(C)C)c(O)ccc3nc2-1,7,-8,nt,63*,26*,102*,3.4,0
CC1CCC2(CC1)NC(=O)N(CC(=O)Nc1ccc3c(c1)OCCO3)C2=O (stereo not drawn),0,-6,7,-57,3.2,-81,0.0,-4
CN(C)/C=C/C(=O)c1cnc(-c2cccc(Cl)c2)s1,-6,-7,6,-76,-0.5,-147,0.4,-1
C[C@@H]1CN([C@@H](C)CO)C(=O)Cc2cc(NC(=O)Nc3ccc(C(F)(F)F)cc3)ccc2O[C@H]1CN(C)Cc1ccc2c(c1)OCO2,-17,3,1,14,-0.4,80*,0.0,-3
O=C(Nc1ccc2ccccc2c1)c1ccccc1Cl,6,nt,-13,-6,-2.7,-154,0.3,-3
CNC[C@@H]1Oc2ccc(NC(=O)C3CCCCC3)cc2CC(=O)N([C@H](C)CO)C[C@@H]1C,9,4,8,1,0.3,-15,-1.0,9
CN(CC(=O)Nc1ccc(S(N)(=O)=O)cc1)C1CCCCC1,0,nt,-5,-1,3.7,5,0.2,4
COc1ccc(NC(=O)N(C)C[C@H]2Oc3ccc(NS(=O)(=O)c4cn(C)cn4)cc3CC(=O)N([C@@H](C)CO)C[C@H]2C)cc1,?,nt,2,-1,1.6,1,-0.8,-3
CCOc1ccccc1C(=O)NCC(=O)OCCCOC(=O)CNC(=O)c1ccccc1OCC,3,4,16,-2,1.5,nt,0.6,-6
CCOC(=O)C1(Cc2ccccc2)CCN(Cc2cccc3c2OCO3)CC1,-3,1,-13,18,-0.6,-7,0.1,2
COc1ccc(S(=O)(=O)N2CCCC2CNC(=O)C(=O)NCc2ccccc2)cc1 (stereo not drawn),-3,0,6,-1,0.7,13,0.0,-4
CCCCc1ccc(NC(=O)CSc2nc(=O)n3cc(C)ccc3n2)cc1,-2,-2,-9,8,-9.9,-10,0.0,-4
C=CCN=c1scc(-c2ccc(F)cc2)n1/N=C/c1ccccn1,nt,31,7,-123,3.8,-70,0.7,-5
CCOC(=O)c1c(N/C=C(\C#N)c2nc(-c3ccc(OC(C)=O)cc3)cs2)sc2c1CCC2,-3,13,40,-4,-2.1,-3,0.5,2
O=C(NC[C@H]1[C@@H](c2ccccc2)[C@H](CO)N1C(=O)C1CCC1)NC1CCCC1,?,-2,0,-1,0.9,-7,0.4,nt
CSc1nnc(C(C)(C)C)c(=O)n1/N=C/c1c(O)ccc2ccccc12,-4,-5,-10,5,1.1,17,0.0,-1
S=c1[nH]c2cc(Cl)c3cccnc3c2o1,-6,2,nt,4,-0.9,3,0.0,2
O=C1CCC(C(=O)Nc2cccc(S(=O)(=O)N3CCOCC3)c2)N1 (stereo not drawn),-7,-1,-21,15,0.6,-8,0.0,-2
CCCn1c(SCC(=O)Nc2ccccc2C(=O)NC2CC2)n[nH]c1=O,1,-8,nt,11,-1.3,-8,0.1,4
C[C@H]1C(=O)N(C)CCN1C(=O)c1ccccc1OC1CCN(S(C)(=O)=O)CC1,-2,-5,5,12,-0.5,-10,0.0,3
C/C(=N\NC(=O)c1ccc(CN2CCOCC2)cc1)c1ccc([N+](=O)[O-])cc1,-5,8,-1,4,1.6,9,0.1,1
Oc1ccc(-c2cc(-c3ccc(O)cc3)nc(-c3ccccc3)n2)cc1,7,2,-39,19,-2.3,31,0.2,1
CC(C)Oc1ccccc1OC1(C)CCN(Cc2ccc(OC(F)(F)F)cc2)C1 (stereo not drawn),42*,nt,-51,6,-1.0,5,0.0,-2
O=C(NCc1ccco1)c1cc([N+](=O)[O-])cc([N+](=O)[O-])c1,nt,-15,-6,nt,nt,-7,0.0,nt
CC(C)Cc1csc(NC(=O)c2ccccc2Cl)c1C(=O)O,nt,0,-6,nt,nt,-1,0.0,nt
CCCCN1C(=O)/C(=C2/Sc3ccccc3N2C)S/C1=N\c1ncn[nH]1,2,-14,-11,2,-5.5,-1,1.4,5
O=C(/C(C=Nc1cccc(C(F)(F)F)c1)=C(/O)c1ccco1)C(F)(F)F,nt,-7,8,nt,nt,-74,-0.2,nt
CC(C)CC1NC(=O)c2ccc(Cl)cc2-n2c1nc1ccc(F)cc1c2=O (stereo not drawn),2,nt,-2,0,-1.1,16,0.0,-3

# More records follow:
SMILES,DENV2 CPE rescue,ARNT TACC3 PPI,GSIS activator,EWS-Fli block,F508del corr,PAX8 inh HTS,Xi reactivation,ERp5 block
Cc1noc(C)c1NC(=O)N(C)C[C@@H]1OCCCC[C@@H](C)Oc2ccc(NC(=O)Nc3ccc(C(F)(F)F)cc3)cc2C(=O)N([C@@H](C)CO)C[C@H]1C,0,0,-9,-3,0.8,26,0.0,5
CCC1CCCCN1CCCNC(=O)c1ccc2nc(N3CCC(C)CC3)sc2c1 (stereo not drawn),-3,5,-26,-45,0.3,2,0.0,7
O=C(Nc1ccc(F)c(Cl)c1)C1Cc2c(-c3ccc(Cl)cc3)ccnc2O1 (stereo not drawn),-3,nt,-29,-4,1.7,-1,0.3,0
O=C(NCC[C@H]1CC[C@H](NC(=O)C2CCOCC2)[C@H](CO)O1)Nc1ccc(Cl)cc1,3,nt,-2,-6,-1.3,-19,-0.1,2
COc1ccc(NC(=O)N[C@H]2CC[C@H](CC(=O)NC3CCCCC3)O[C@H]2CO)cc1,-6,-20,5,-4,-0.6,-15,0.0,0
Cc1ccc(SCCN2CCN(C)CC2)cc1,3,21,3,1,-0.9,13,0.0,-4
COC(=O)c1cn(C(=O)c2ccccc2)c2ccccc12,-10,-1,3,4,nt,1,0.2,-2
C[C@@H]1CCCCO[C@@H](CN(C)C(=O)Nc2ccccc2)[C@H](C)CN([C@H](C)CO)C(=O)c2cc(NS(C)(=O)=O)ccc2O1,?,-7,-5,8,-1.0,-22,0.0,0

# Records listed so far that bear a hit mark in F508del corr:
Structure | ARNT TACC3 PPI | GSIS activator | F508del corr | ERp5 block
CC[C@@]1(O)C(=O)OCc2c1cc1n(c2=O)Cc2cc3c(CN(C)C)c(O)ccc3nc2-1 | -8 | nt | 26* | 0
